Compound activity: PubChem BioAssay, Broad Institute
PglD DTNB: inhibitors of Campylobacter jejuni PglD acetyltransferase. purified PglD enzyme, DTNB colorimetric CoA detection. inhibition, % at 12.5 µM. hit rate 0.098% among 360,000. AID 602405; in the data active = inhibition above about 16%, passing the limit was not always enough; inconclusive = no clear call, values can overlap the other calls; note: strong numbers were not always called active
DENV2 CPE: DENV2-induced cell death inhibition. hit rate 1.7% among 350,000. DENV2-infected cells, cytopathic effect rescue, plate reader. CPE inhibition, % at 9.99 µM; in the data active = CPE inhibition above about 20%, passing the limit was not always enough; inconclusive = no clear call, values can overlap the other calls; tested in BHK-21 cells;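 note: 0% = median of neutral control wells and 100% = median of positive control wells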
E-sel inducer: induces E-selectin expression in human endothelial cells; AID 686992; hit rate 0.37% among 260,000; HUVEC E-selectin immunofluorescence imaging; normalized: neutral wells 0, TNF-alpha wells 100; activation, % at 7.58 µM; P16581;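 active = mean E-selectin-positive cell signal at least 10% of the positive control, reached in at least 60% of replicates, without over 20% cell loss; inconclusive = no rule given, readout overlaps actives, possibly toxicity-flagged; inactive = the rest, including those meeting only one limit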;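 note: in these data hits start at about 27%; measured in HUVEC primary endothelial cells; signal is the percent of cells scored E-selectin positive by PE staining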
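Test system – human umbilical vein endothelial cells (HUVEC), E-selectin induction · Input – 3,000 HUVEC seeded per well · Buffer or medium – EGM-2, gelatin · Compound dosing – single-point compound dose · Detection – immunofluorescence imaging · Measure – percent E-selectin-positive cells · Controls – TNF-alpha high, DMSO low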
SIRT5 inh: blocks human SIRT5 desuccinylation of peptide. Q9NXA8. Purified SirT5, succinyl-peptide AMC, trypsin-coupled fluorescence. inhibition, % at 15 µM. hit rate 1.1% among 330,000. AID 652115; in the data active = inhibition above about 15%; inconclusive = no clear call, values can overlap the other calls
Target sequence (Q9NXA8 whole entry, looked up): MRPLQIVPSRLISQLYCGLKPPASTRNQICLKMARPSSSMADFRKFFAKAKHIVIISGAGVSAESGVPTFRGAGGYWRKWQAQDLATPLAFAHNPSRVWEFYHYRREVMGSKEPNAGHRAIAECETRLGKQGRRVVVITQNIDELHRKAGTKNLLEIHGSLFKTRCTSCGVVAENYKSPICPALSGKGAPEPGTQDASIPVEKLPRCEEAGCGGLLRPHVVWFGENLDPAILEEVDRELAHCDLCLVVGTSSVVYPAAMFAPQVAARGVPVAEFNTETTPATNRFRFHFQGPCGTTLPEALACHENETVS
S100A4 inh HTS: inhibitors of human S100A4 binding to myosin IIA peptide; P26447; S100A4/TAMRA-MyoIIA peptide fluorescence polarization; inhibition, % at 10.7 µM; hit rate 0.14% among 360,000;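 active = mean inhibition of at least 70% across replicates, with every replicate also reaching that level; inconclusive = mean inhibition reaches 70% but some replicates fall short; inactive = mean inhibition below 70%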
Target sequence (P26447 whole entry, looked up): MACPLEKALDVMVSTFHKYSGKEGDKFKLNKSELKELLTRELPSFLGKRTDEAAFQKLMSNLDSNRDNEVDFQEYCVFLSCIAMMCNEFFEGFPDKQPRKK
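incubation = readout 5 min after mixing, signal stable up to 60 min | system = S100A4 monomer protein | buffer or medium = HEPES pH 7.2 with CaCl2, KCl, NaCl, DTT, Triton | benchmarks = neutral control DMSO, positive control TFP | also added = fluorescent myosin IIA peptide, 5 nM | compound dosing = one concentration per compound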
C2C12 statin: protects C2C12 myotubes from simvastatin toxicity; ATP luminescence, 48 h; scaled: DMSO 0, geranylgeraniol control 100; rescue of ATP level, % at 7.49 µM; hit rate 0.78% among 330,000; AID 602340;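 active = mean ATP rescue above about 67%, or every replicate alone reaching that limit, limit read from the data, passing the limit was not always enough; inconclusive = no clear call, values can overlap the other calls; inactive = mean under the limit and some replicate under it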;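 note: myotubes were challenged with 10 µM simvastatin during compound exposure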
ERp5 block: blocks human ERp5 reductase activity on insulin. Q15084. ERp5 insulin aggregation, absorbance 650 nm, 90 min. inhibition, % at 9.99 µM. hit rate 0.05% among 350,000;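 active = mean replicate inhibition above about 25%, with every replicate also reaching it, limit read from the data, passing the limit was not always enough; inconclusive = only one of those two criteria met; inactive = neither criterion met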
Target sequence (Q15084 whole entry, looked up): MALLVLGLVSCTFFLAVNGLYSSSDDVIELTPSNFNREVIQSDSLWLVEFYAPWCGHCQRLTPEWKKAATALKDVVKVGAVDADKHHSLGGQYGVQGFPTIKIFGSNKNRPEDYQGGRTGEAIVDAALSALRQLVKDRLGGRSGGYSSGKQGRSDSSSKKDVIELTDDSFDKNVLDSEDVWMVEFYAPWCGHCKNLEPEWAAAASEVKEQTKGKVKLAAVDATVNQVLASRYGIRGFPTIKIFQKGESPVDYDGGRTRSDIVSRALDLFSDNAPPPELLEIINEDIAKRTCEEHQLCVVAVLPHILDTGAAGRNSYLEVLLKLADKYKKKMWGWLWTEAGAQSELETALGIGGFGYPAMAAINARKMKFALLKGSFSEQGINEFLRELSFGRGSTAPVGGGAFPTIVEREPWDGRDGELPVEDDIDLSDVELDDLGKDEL
Numbers without * were called inactive; ? = inconclusive; . = no result given.

Every second line gives: PglD DTNB	DENV2 CPE	E-sel inducer	SIRT5 inh	S100A4 inh HTS	C2C12 statin	ERp5 block
C[C@H]1CN([C@@H](C)CO)C(=O)c2cc(NS(=O)(=O)c3ccc(F)cc3)ccc2O[C@@H]1CN(C)C(=O)Nc1ccccc1
→ -2	6	0.0	-2	6	14	-4
COc1ccc(CCN(C)c2ccc(S(=O)(=O)N3CCCC3)cn2)cc1OC
→ 1	-2	.	1	-1	0	7
C[C@H](CO)N1C[C@H](C)[C@@H](CN(C)Cc2ccc(Oc3ccccc3)cc2)Oc2ccc(NS(=O)(=O)c3ccc(F)cc3)cc2C1=O
→ 0	4	-0.1	1	-3	7	-10
Cc1ccc2nc(N(CCN(C)C)C(=O)C3=COCCO3)sc2c1
→ 0	-9	-1.5	-1	24	-3	1
CCN(CC(=O)Nc1c(F)cccc1F)C(=O)C1CC1C (centres undefined)
→ 0	1	-2.0	-3	-7	-7	1
C[C@H](O)C#Cc1cnc2c(c1)C(=O)N([C@@H](C)CO)C[C@@H](C)[C@@H](CN(C)C(=O)Nc1ccc(C(F)(F)F)cc1)O2
→ -1	-3	-0.6	.	.	7	.
O=C(Cc1coc2cc3c(cc12)CCC3)OCC(=O)N1CCCC1=O
→ .	0	4.2	-6	-5	.	0
Cc1cc(Nc2ccc(O)cc2)n2c(nc3ccccc32)c1C#N
→ .	?	-1.0	3	-13	.	-2
CCOC(=O)c1ccc(NC(=O)c2nc[nH]c2C(=O)NC)cc1
→ 4	11	-0.4	-2	0	-20	2
Cc1cc(F)ccc1S(=O)(=O)Nc1ccc(C(=O)N2CCCCCC2)cc1
→ -6	1	0.3	-14	-4	2	2
CN(C)S(=O)(=O)c1ccc(/C(O)=C2/C(=O)C(=O)N(Cc3cccnc3)C2c2cccs2)cc1 (centres undefined)
→ .	-9	.	2	2	.	0
CCN(CC)S(=O)(=O)c1ccc(/C=C/C(=O)NC2CCCCC2)cc1
→ 3	-4	.	0	-7	-49	-8
CCOc1ccccc1NC(=O)CCNC(=O)Cn1ccc2ccccc2c1=O
→ 0	-3	0.1	1	1	8	1
C[C@H](CO)N1C[C@H](C)[C@H](CN(C)Cc2ccc(C(=O)O)cc2)Oc2ccc(NC(=O)Nc3cccc4ccccc34)cc2C1=O
→ -8	-2	-5.5	-5	14	9	11
CN(CCc1ccccc1)C(=O)c1cccc(NC(=O)Cc2cccc(NC(=O)C3CCCN(C(=O)C4CC4)C3)c2)c1 (centres undefined)
→ 10	8	.	3	-3	-1	-5
CCNC(=O)C(=O)NCC(c1ccc2c(c1)OCO2)N1CCOCC1 (centres undefined)
→ 0	-3	.	-1	-1	0	7
CN1CCN(CCNC(=O)c2ccc(CS(=O)c3ccc(Br)cc3)o2)CC1 (centres undefined)
→ 12	-1	0.1	.	0	3	1
Cc1ccc(NC(=O)CN2C(=O)NC(C)(C3CC3)C2=O)c([N+](=O)[O-])c1 (centres undefined)
→ 3	1	-1.7	2	-7	-1	1
CO[C@@H]1CN(C)C(=O)c2ccc(NC(=O)C3CC3)cc2OC[C@H](C)N(C(=O)c2ccccc2F)C[C@H]1C
→ 1	-1	-0.1	0	-7	-15	-13
CCNC(=O)[C@H]1[C@H](CO)[C@H]2Cn3c(ccc(-c4ccc(F)cc4)c3=O)[C@H]2N1Cc1cc(F)ccc1F
→ 0	1	-0.1	-3	2	22	2
O=C(N/N=C\c1ccc(OC(=O)c2cccs2)cc1)c1ccc(Cl)cc1
→ .	-12	-0.1	5	1	.	2
Cc1ccc(NC(=O)COC(=O)c2ccc3c(=O)n4c(nc3c2)CCC4)c(Br)c1
→ 1	14	.	-12	-1	-1	0
CCOC(=O)N1CCN(Cc2nc(-c3cccc(C)c3)no2)CC1
→ 0	-8	.	-1	-2	30	-5
COc1ccc2cc(C(C)C(=O)NC3CCC(O)CC3)ccc2c1 (centres undefined)
→ 3	11	.	-5	0	18	2
Cc1cccc(C(=O)NCc2nnc(SCc3ccc(F)cc3)n2C)c1
→ .	-1	.	0	-2	.	2
CC(C(=O)NCCCn1ccnc1)(c1ccccc1)c1ccccc1
→ -4	8	.	.	-16	-1	-2
C=C1CCC[C@]2(C)C[C@H]3OC(=O)C(CNCC(OC)OC)[C@H]3CC12 (some centres undefined)
→ -4	0	.	-4	1	19	-1
CCOc1ccc(CCNC(=O)COC(=O)c2cccs2)cc1OCC
→ 4	-5	-0.3	1	4	11	0
COc1ccc(CNC(=O)c2cc(=O)c3ccc(C)c(C)c3o2)cc1
→ -2	9	-0.2	-3	-10	4	-1
COc1ccc(F)cc1C(=O)C1CCCN(C(=O)C2=C(C)OCCO2)C1 (centres undefined)
→ .	-5	0.6	1	7	.	-2

Remaining list, next part
Every second line gives: PglD DTNB	DENV2 CPE	E-sel inducer	SIRT5 inh	S100A4 inh HTS	C2C12 statin	ERp5 block
CCOc1ccc(NC(=O)CN(C)C(=O)CSCc2ccc(C)cc2)cc1OCC
→ 1	-7	.	-1	1	-5	-5
CCc1nn(CC(=O)NCCN2CCOCC2)c(=O)c2cc3c(OC)cccc3n12
→ -5	3	.	-45	-10	-4	-5
C[C@@H]1CN([C@@H](C)CO)S(=O)(=O)c2ccc(-c3cccnc3)cc2O[C@H]1CN(C)CC1CCOCC1
→ -4	0	-0.1	2	10	-6	0
O=C(CNC(=O)c1cccs1)NCC(=O)OCc1ccc(Cl)cc1Cl
→ 1	-13	.	1	0	13	2
CCOC(=O)C(NC(C)=O)C(=O)O (centres undefined)
→ 6	.	.	0	1	2	5
COc1ccc(-c2ccc3c(c2)O[C@H](CN(C)C(C)=O)[C@@H](C)CN([C@@H](C)CO)S3(=O)=O)cc1
→ 2	-4	-0.1	-8	6	20	-6
COCCNc1ncnc2c1nc1n2CCCC1
→ -2	2	.	-2	-6	-5	7
O=C(CCNC(=O)c1ccc(Br)cc1)NCC1CCCO1 (centres undefined)
→ 3	-4	.	1	-3	4	-4
O=C1CC[C@@H]2c3[nH]c4ccc(F)cc4c3CCN12
→ -4	0	.	-2	-30	.	0
O=C(CNCc1ccco1)Nc1cccc(S(=O)(=O)N2CCCCC2)c1
→ 1	10	3.2	-8	4	-8	2
COc1cc(S(=O)(=O)N2CCN3CCCC3C2)ccc1-n1cnnn1 (centres undefined)
→ 0	-3	.	-3	5	-7	0
CC1(C)CC(=O)C(N=Nc2ccc(S(=O)(=O)N3CCOCC3)cc2)=C(O)C1
→ -1	-5	1.2	-1	3	5	4
CN(CC(=O)Nc1ccc(N2CCOCC2)cc1)CC(=O)Nc1ccc(N2CCOCC2)cc1
→ .	1	3.7	-2	2	-7	-1
CCCNC(=O)N(C)C[C@H]1Oc2ncc(C#CCc3ccccc3)cc2C(=O)N([C@H](C)CO)C[C@@H]1C
→ 0	7	-0.1	-1	-6	12	2
C#CCN1CC(COc2ccccc2)Oc2cccc(Oc3ccc(SC)c(C)c3)c2S1(=O)=O (centres undefined)
→ .	?	0.0	.	2	.	-3
N#Cc1c(SCC(=O)Nc2nc3ccc(Br)cc3s2)sc2c(O)cc(=O)[nH]c12
→ -1	-4	.	11	-12	.	-9
O=C1C(NS(=O)(=O)c2ccc(Br)cc2)=C(N2CCCCC2)C(=O)c2ccccc21
→ 1	-4	2.6	3	4	-28	12
O=C(Nc1ccc(N2CCCC2)cc1)c1cccc(Cl)c1
→ -8	2	-0.1	-1	-9	-96	0
Nn1c(SCC(=O)NCc2ccccc2)nncc1=O
→ 0	-4	.	0	1	8	-3
CCN(CC(=O)Nc1ccc(NC(C)=O)cc1)C(=O)c1cccc(N2C(=O)c3ccccc3C2=O)c1
→ -2	-4	-0.5	-3	-2	39	2
CC1(C)CC(=O)C(Br)=C(O)C1
→ .	.	.	4	5	.	2
CC(=O)NS(=O)(=O)c1ccc(NC(=O)c2ccc3c(c2)OCO3)cc1
→ 1	-3	.	-2	1	18	2
N#Cc1ccccc1OCC(=O)OCC(=O)NC1CC1
→ -2	15	.	2	2	3	2
COc1cc(C(=O)NNC(=O)c2cccn2C)cc(OC)c1OC
→ -2	2	-0.1	-3	-1	2	2
N#C[C@@H]1[C@H](c2ccccc2C2=CCCC2)[C@@H](CO)N1C(=O)NC1CCCCC1
→ .	7	0.0	2	14	.	-10
CC(=O)c1cc(C(=O)Nc2ccc(C(=O)O)cc2)oc1C
→ -5	.	-0.1	.	.	-12	.
CCCCNc1c(CCc2ccccc2)nc2nc(C)cc(C)n12
→ .	-2	0.0	.	-2	.	3
O=C(Nc1ccccc1N1CCN(C(=O)c2ccccc2)CC1)c1cccc(Cl)c1
→ 1	-6	.	-5	0	29	2
C[C@H](NC(=O)C[C@H]1CC[C@@H](NS(=O)(=O)c2cccc(F)c2)[C@H](CO)O1)c1ccccc1
→ 0	12	-0.5	10	5	0	4
CC(C)CC#Cc1ccc([C@@H]2[C@@H](CO)N3C(=O)CN(C(=O)Nc4cc(F)ccc4F)C[C@@H]23)cc1
→ .	-5	0.1	13	-21	.	2

Next part
Every second line gives: PglD DTNB	DENV2 CPE	E-sel inducer	SIRT5 inh	S100A4 inh HTS	C2C12 statin	ERp5 block
CCN(CC)c1ccc(Nc2nc(-c3cccnc3)cs2)cc1
→ -3	15	-1.1	-3	-17	-67	3
Cc1c(C(=O)NCc2ccccn2)oc2c(Cl)cccc12
→ -3	14	.	-3	-9	10	-24
CCOC(=O)c1ccc(NC(=S)N(CCCN2CCN(C)CC2)Cc2cccs2)cc1
→ 4	2	-3.7	5	-5	8	4
CS(=O)(=O)N1CCc2cc(C(=O)Nc3ccccc3Cl)ccc21
→ -2	2	0.1	-1	-6	-11	-3
CCCC#Cc1cnc2c(c1)C(=O)N([C@@H](C)CO)C[C@@H](C)[C@@H](CN(C)C(=O)Cc1cccnc1)O2
→ 0	13	0.6	8	4	-2	10
O=C(COC(=O)CCCN1C(=O)c2cccc3cccc(c23)C1=O)NC1CCS(=O)(=O)C1 (centres undefined)
→ 0	-6	0.0	-6	4	-21	-5
COc1ccc(-c2nc3c(Cl)cc(C(F)(F)F)cn3c2Cc2ccsc2)cc1OC
→ .	-10	-0.1	.	-5	.	0
C[C@@H]1CN([C@H](C)CO)C(=O)c2cc(-c3ccccc3)cnc2O[C@@H]1CN(C)C(=O)c1cccnc1
→ .	9	0.2	16*	-2	.	-3

Two entries from above in a different format.
C[C@H](O)C#Cc1cnc2c(c1)C(=O)N([C@@H](C)CO)C[C@@H](C)[C@@H](CN(C)C(=O)Nc1ccc(C(F)(F)F)cc1)O2
  PglD DTNB: -1 | DENV2 CPE: -3 | E-sel inducer: -0.6 | SIRT5 inh: . | S100A4 inh HTS: . | C2C12 statin: 7 | ERp5 block: .
O=C(Cc1coc2cc3c(cc12)CCC3)OCC(=O)N1CCCC1=O
  PglD DTNB: . | DENV2 CPE: 0 | E-sel inducer: 4.2 | SIRT5 inh: -6 | S100A4 inh HTS: -5 | C2C12 statin: . | ERp5 block: 0

These rows are one share of the data (hit frequency here may not be typical).
